Screening results (PubChem BioAssay)
CRFBP-R2 block: CRF-BP/CRF-R2 complex antagonism. HEK293 CRF-R2/CRF-BP, CRF-induced calcium fluorescence. 350,000 tested, 0.59% active. AID 588475. inhibition, % at 11.8 µM;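 active = inhibition of the ligand-induced calcium signal above about 50% at the single tested concentration, limit read from the data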
CHRM1 PAM: positive allosteric modulators of human M1 muscarinic receptor; CHO-K1 hM1, Fluo-8 calcium fluorescence, ACh EC20; 0% = ACh EC20, 100% = maximal ACh; 360,000 tested, 0.088% active; activation, % at 3 µM; P11229; in the data active = activation above about 19%, passing the limit was not always enough
Target sequence (P11229 whole entry, looked up): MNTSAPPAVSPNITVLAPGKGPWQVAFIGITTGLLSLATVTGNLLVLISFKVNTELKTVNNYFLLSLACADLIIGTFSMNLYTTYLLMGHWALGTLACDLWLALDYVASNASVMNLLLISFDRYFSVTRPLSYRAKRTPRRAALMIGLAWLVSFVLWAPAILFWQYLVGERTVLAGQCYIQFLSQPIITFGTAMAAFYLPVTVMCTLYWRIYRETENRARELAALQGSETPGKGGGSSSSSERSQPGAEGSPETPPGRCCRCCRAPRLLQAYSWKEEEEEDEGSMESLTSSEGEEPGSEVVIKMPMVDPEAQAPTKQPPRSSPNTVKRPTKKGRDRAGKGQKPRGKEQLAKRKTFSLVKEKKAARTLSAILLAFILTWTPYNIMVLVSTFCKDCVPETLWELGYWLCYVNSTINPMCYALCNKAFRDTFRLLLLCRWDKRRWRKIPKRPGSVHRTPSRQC
CHRM5 PAM: potentiates acetylcholine response at human M5 receptor; P08912; CHO-K1 hM5, Fluo-8 calcium, ACh EC20 PAM; 0% = ACh EC20, 100% = ACh EC100; activation, % at 3 µM; 360,000 tested, 0.3% active; AID 624038;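 active = activation above the run cutoff, the mean activation of all test compounds plus 3 SD, cut at about 18% in these data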
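System – CHO-K1 hM5 cells · Compound – 3 µM, single dose · Incubation – compound preincubation 140 s before EC20 acetylcholine addition · Technique – Fluo-8 calcium fluorescence · Measure – Max/basal fluorescence ratio as % of EC20–EC100 ACh window · Benchmarks – low control EC20 acetylcholine (0%), high control EC100 acetylcholine (100%) · Replication – singlicate, one well per test compound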
CHRM5 antagonist: blocks acetylcholine activation of human M5 receptor. CHO-hM5 cells, Fluo-8 calcium fluorescence, ACh EC80. inhibition, % at 3 µM. 360,000 tested, 0.59% active. AID 624040;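 active = inhibition above a per-plate cutoff, the mean of that plate's test compounds plus 3 SD, cut at about 27% in these data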;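 note: 0% = acetylcholine EC80 with DMSO and 100% = DMSO without agonist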
CRFBP-R2 agonist: agonists of human CRF-binding protein/CRF-R2 receptor complex; HEK293 CRF-R2/CRF-BP, calcium dye fluorescence (FLIPR); percent of saturating CRF peptide response; activation, % at 13.2 µM; 350,000 tested, 0.46% active; AID 588473;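 active = activation of at least 50%, plus an integration ratio under a set limit after plate pattern correction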;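 note: plate controls were neutral control wells without compound for no effect and CRF at EC100 for full effect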
M4 ag: CHRM4 agonism in calcium assay | AID 624127 | P08173 | activation, % at 3 µM | CHO-K1 hM4/Gqi5, Fluo-8 calcium fluorescence; vehicle 0%, full acetylcholine response 100% | 360,000 tested, 0.14% active;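 active = activation above the run mean over all test wells plus 3 SD, cut at about 32% in these data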;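 note: peak over basal fluorescence ratio per well then scaled between controls; 0% = DMSO wells and 100% = acetylcholine at EC100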
Target sequence (P08173 whole entry, looked up): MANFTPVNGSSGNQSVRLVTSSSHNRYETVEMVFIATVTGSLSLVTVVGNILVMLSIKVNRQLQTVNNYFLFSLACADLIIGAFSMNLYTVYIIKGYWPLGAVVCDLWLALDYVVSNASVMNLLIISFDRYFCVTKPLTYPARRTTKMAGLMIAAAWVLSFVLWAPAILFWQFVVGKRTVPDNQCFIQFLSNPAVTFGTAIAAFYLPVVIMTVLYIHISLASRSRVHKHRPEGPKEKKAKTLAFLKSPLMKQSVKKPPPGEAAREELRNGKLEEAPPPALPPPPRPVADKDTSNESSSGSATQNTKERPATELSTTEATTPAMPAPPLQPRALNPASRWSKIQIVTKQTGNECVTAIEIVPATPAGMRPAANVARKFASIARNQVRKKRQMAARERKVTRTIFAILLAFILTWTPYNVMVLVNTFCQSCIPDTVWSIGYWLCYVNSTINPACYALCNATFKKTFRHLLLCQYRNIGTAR
CHRM5 agonist: CHRM5 agonism in calcium assay. P08912. CHO-K1 hM5 cells, Fluo-8 calcium fluorescence; 0% DMSO wells, 100% maximal acetylcholine response. activation, % at 3 µM. 360,000 tested, 0.19% active;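 active = activation above the run's mean over test compounds plus 3 SD, cut at about 23% in these data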;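 note: signal is peak over basal fluorescence ratio across the kinetic read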
CHRM4 PAM: positive allosteric modulators of human muscarinic M4 receptor. P08173. CHO-K1 hM4/Gqi5, Fluo-8 calcium fluorescence, ACh EC20; 0% = ACh EC20, 100% = maximal ACh. activation, % at 3 µM. 360,000 tested, 0.4% active;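 active = activation above its plate's cutoff, the mean activation of sample wells plus 3 SD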; note: some results filed as inactive read as strong as hits
M4 antag: CHRM4 antagonism in calcium assay | AID 624125 | P08173 | inhibition, % at 3 µM | CHO-hM4 cells, ACh EC80, Fluo-8 calcium fluorescence | 360,000 tested, 0.73% active;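 active = inhibition above its plate's cutoff, the mean inhibition of sample wells plus 3 SD, cut at about 27% in these data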;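 note: 0% = acetylcholine EC80 with DMSO and 100% = DMSO without agonist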
An asterisk follows results filed as active; x = not tested or not shown.

CRFBP-R2 block | CHRM1 PAM | CHRM5 PAM | CHRM5 antagonist | CRFBP-R2 agonist | M4 ag | CHRM5 agonist | CHRM4 PAM | M4 antag | SMILES
12 | 9 | 7 | -2 | -0.7 | 2 | 0 | 9 | 2 | CCCNC(=O)c1cc(SC)ccc1Cl
-17 | 4 | 1 | -6 | -2.1 | 6 | 3 | 5 | -2 | COCCn1cc(C(=O)N2CCCC(C)C2)c2c3ccccc3n(C)c2c1=O (stereo not given)
11 | 4 | -2 | 5 | -0.2 | 0 | -1 | -1 | -3 | NC(=O)C1CCCN(C(=O)CCc2nnc(C3(c4ccc(Cl)cc4)CCC3)o2)C1 (stereo not given)
-12 | 4 | 3 | 5 | -4.5 | 1 | -1 | 6 | 4 | Cc1[nH]c(N)nc(=S)c1CCCNc1ccccc1
-24 | 17 | 0 | 2 | 0.8 | 1 | -3 | 6 | -6 | CN(C)CCN(C(=O)c1ccc2ccccc2c1)c1nc2ccc(F)cc2s1
x | 9 | -6 | 4 | x | 0 | 1 | 2 | -8 | C[C@H]1CNC(=O)c2c(C(=O)NC3CCN(C(=O)OC(C)(C)C)CC3)ncn21
-3 | 9 | 13 | -16 | -0.7 | 2 | -2 | -1 | -7 | O=C(CCc1ccccc1)Nc1cc2c3c(c1)CC(=O)N3CCC2
-4 | 8 | -3 | 5 | -1.6 | 0 | 0 | 1 | -1 | COCC(C)n1c(SCC(=O)N(C)C2CCS(=O)(=O)C2)nc2ccccc2c1=O (stereo not given)
-2 | -3 | -1 | 11 | 0.1 | 0 | -4 | 10 | -10 | N#Cc1nc(COc2ccc(Br)cc2)oc1N1CCCC1
15 | -3 | -3 | 4 | -0.2 | 1 | 2 | 2 | 7 | CNC(=S)Nc1cccc2[nH]ncc12
-14 | -7 | 2 | 10 | -0.4 | 2 | 0 | -2 | -5 | CCOC(=O)Cn1nnnc1CN(CCc1ccccc1)Cc1cc2cc(CC)ccc2[nH]c1=O
14 | 10 | -4 | -1 | -4.7 | 4 | 2 | 3 | -12 | CC(=O)N1c2ccc(S(=O)(=O)N3CCCC(C(=O)N4CCC(C)CC4)C3)cc2CC1C (stereo not given)
-13 | 7 | -1 | 4 | 1.3 | 1 | -5 | 5 | -5 | CC1CCCC(C)N1C(=O)C1CCCCC1 (stereo not given)
21 | 7 | 1 | 12 | 55* | 23 | 8 | 1 | 2 | COc1ccc(OC)c(NC(=O)C(=O)NNC(=O)C23CC4CC(CC(C4)C2)C3)c1
17 | 2 | -2 | 6 | 12 | 2 | 2 | 6 | -6 | COc1ccc(CN(C)S(=O)(=O)c2nnc(NC(=O)c3cccc(F)c3)s2)cc1
-3 | 9 | -7 | -6 | -0.8 | 1 | -3 | 3 | 1 | NC(=O)CN1C(=O)C(O)(CC(=O)/C=C\c2ccc3c(c2)OCO3)c2ccccc21 (stereo not given)
24 | -1 | -3 | 1 | -5.7 | 0 | -2 | -5 | 6 | COc1ccc(-c2nn3c(-c4ccc(F)cc4)nnc3s2)cc1
-15 | 15 | 0 | 3 | 0.9 | 0 | 0 | 0 | 1 | COc1cccc(N2C(=O)C3CCCN3C2=S)c1 (stereo not given)
2 | 4 | -2 | 19 | -0.5 | 1 | -2 | -8 | 13 | Cc1nnc(SCC(=O)NC2CC2)s1
10 | -7 | -13 | 9 | -0.8 | 12 | 3 | -9 | -5 | CCN(CC)c1ccc(S(=O)(=O)N2CCOCC2)cc1NC(=O)c1cc(=O)c2ccccc2o1

Four entries already listed, sorted by the number in CHRM5 agonist, smallest number first.
CRFBP-R2 block | CHRM1 PAM | CHRM5 PAM | CHRM5 antagonist | CRFBP-R2 agonist | M4 ag | CHRM5 agonist | CHRM4 PAM | M4 antag | SMILES
24 | -1 | -3 | 1 | -5.7 | 0 | -2 | -5 | 6 | COc1ccc(-c2nn3c(-c4ccc(F)cc4)nnc3s2)cc1
x | 9 | -6 | 4 | x | 0 | 1 | 2 | -8 | C[C@H]1CNC(=O)c2c(C(=O)NC3CCN(C(=O)OC(C)(C)C)CC3)ncn21
17 | 2 | -2 | 6 | 12 | 2 | 2 | 6 | -6 | COc1ccc(CN(C)S(=O)(=O)c2nnc(NC(=O)c3cccc(F)c3)s2)cc1
10 | -7 | -13 | 9 | -0.8 | 12 | 3 | -9 | -5 | CCN(CC)c1ccc(S(=O)(=O)N2CCOCC2)cc1NC(=O)c1cc(=O)c2ccccc2o1

Next part:
CRFBP-R2 block | CHRM1 PAM | CHRM5 PAM | CHRM5 antagonist | CRFBP-R2 agonist | M4 ag | CHRM5 agonist | CHRM4 PAM | M4 antag | SMILES
-13 | -3 | -2 | 10 | -0.7 | 0 | 1 | -3 | 13 | CCCCN(C)S(=O)(=O)c1ccc(C(=O)Nc2nnc(-c3ccco3)o2)cc1
-3 | 1 | -6 | 7 | 0.4 | 1 | -9 | 6 | -6 | CC(C)OCC(O)CN1CCC(Cc2ccccc2)CC1 (stereo not given)
4 | 6 | 4 | -9 | -1.4 | 0 | -2 | 6 | -11 | Cc1ccc(Oc2nc3c(c(=O)n(C)c(=O)n3C)n2C)cc1C
-14 | 0 | -12 | -1 | 1.9 | -1 | -8 | -8 | 8 | COc1ccccc1/C=C/C(=O)c1cc(Br)ccc1OC(=O)c1ccco1
8 | 7 | 10 | -6 | -0.9 | 0 | -4 | 1 | 1 | CCOc1ccc(S(=O)(=O)Nc2ccc(C(=O)N(C)CC(=O)Nc3ccc(OC)cc3)cc2)cc1
29 | 6 | 2 | -2 | -1.6 | 1 | -2 | 3 | 2 | C=CCNC(=S)Nc1cccc2ccccc12
6 | 2 | 0 | 0 | 0.4 | 2 | -2 | 6 | 0 | Cc1ccccc1CS(=O)(=O)Cc1ccc(C(=O)NCCCN2CCOCC2)o1
-9 | 8 | -2 | -12 | 2.4 | 1 | -5 | 11 | -29 | O=C(Cc1nn[nH]n1)Nc1cc(Cl)cc(Cl)c1
5 | 8 | 11 | -22 | -1.1 | 1 | 3 | -3 | 3 | O=C(CN1CCN(Cc2ccccc2)CC1)Nc1ccc(N2CCOCC2)cc1
6 | 13 | 3 | 1 | -3.3 | 0 | -1 | 2 | -4 | O=C(CSc1ncn[nH]1)Nc1ccccc1-c1ccccc1
-4 | 11 | 13 | -8 | 0.1 | 1 | 1 | 6 | 4 | Cc1nnc(SCCCCSc2nnc(C)c(=O)[nH]2)[nH]c1=O
20 | 8 | 2 | -7 | 4.1 | 0 | -2 | 5 | -1 | Clc1ccccc1-c1nc2ccccc2c2nncn12
-18 | 1 | 1 | 5 | -1.4 | 1 | -1 | -5 | 5 | CCOC(=O)NC(=O)CSc1nnc(C2CC2)n1Cc1ccco1
-8 | 8 | 0 | -3 | 1.0 | 1 | 3 | 7 | -9 | Cn1c(C(C#N)C(=O)Cc2cccc3ccccc23)nc2ccccc21 (stereo not given)
-2 | -5 | -7 | 8 | -1.6 | 1 | -5 | -7 | 2 | Cc1ccc(-c2nnc(SCC#CCOC(=O)c3cccs3)o2)cc1
2 | 11 | 7 | -1 | 8.0 | 1 | -1 | 11 | -6 | CC(=O)Nc1ccc(C(=O)N/N=C/c2cccnc2)cc1
-4 | 9 | 3 | 11 | -1.2 | 1 | 1 | 0 | 3 | Cc1nc(NCc2ccco2)c2cn[nH]c2n1
-24 | -11 | -4 | 4 | 3.7 | 1 | 2 | 1 | -12 | Cc1ccc(C2CC(c3ccco3)n3ncnc3N2)cc1 (stereo not given)
-5 | 0 | 3 | -1 | -0.1 | 1 | -3 | 3 | 7 | CC(=O)Nc1ccc(OCC(O)CN2CCN(Cc3ccccc3)CC2)cc1 (stereo not given)
4 | 1 | -9 | 6 | 2.0 | 1 | -2 | 5 | 6 | COc1ccccc1C(=O)NCC(=O)OC(C)C(=O)N1CCOCC1 (stereo not given)

Part of the list above in order of molar mass, descending:
CRFBP-R2 block | CHRM1 PAM | CHRM5 PAM | CHRM5 antagonist | CRFBP-R2 agonist | M4 ag | CHRM5 agonist | CHRM4 PAM | M4 antag | SMILES
21 | 7 | 1 | 12 | 55* | 23 | 8 | 1 | 2 | COc1ccc(OC)c(NC(=O)C(=O)NNC(=O)C23CC4CC(CC(C4)C2)C3)c1
4 | 1 | -9 | 6 | 2.0 | 1 | -2 | 5 | 6 | COc1ccccc1C(=O)NCC(=O)OC(C)C(=O)N1CCOCC1 (stereo not given)
-15 | 15 | 0 | 3 | 0.9 | 0 | 0 | 0 | 1 | COc1cccc(N2C(=O)C3CCCN3C2=S)c1 (stereo not given)

The list continues:
CRFBP-R2 block | CHRM1 PAM | CHRM5 PAM | CHRM5 antagonist | CRFBP-R2 agonist | M4 ag | CHRM5 agonist | CHRM4 PAM | M4 antag | SMILES
25 | 11 | 1 | 4 | -1.0 | 1 | 0 | -3 | -1 | Cc1ccc(C(=O)O/N=C/c2c(N3CCOCC3)n(C)c3ccccc23)cc1
7 | -8 | -8 | -1 | 2.8 | 23 | 7 | -9 | 1 | COc1ccc(-c2csc(NC(=O)C3CCN(C(=O)c4ccc(F)cc4)CC3)n2)cc1OC
-9 | -1 | -11 | 12 | 0.2 | 3 | 2 | -18 | 3 | COc1cc(CNC(=O)c2cc3ccccc3oc2=O)cc(OC)c1OC
-5 | 5 | -6 | 1 | 1.3 | 0 | 1 | -2 | -4 | Cn1c(NC(=O)c2cccs2)cc(=O)n(C)c1=O
7 | 7 | 3 | -9 | 0.1 | 2 | 3 | 0 | 0 | Cc1cc(OCC(=O)NNC(=O)c2cccs2)ccc1Br
8 | 17 | 8 | 1 | 0.2 | 1 | 2 | 3 | -10 | O=C(Cn1nnc(-c2ccccc2)n1)N1CCCCC1
11 | -4 | -15 | 16 | -1.2 | 17 | 1 | -12 | -7 | CCOC(=O)C1(CC)NC(c2ccc(OC)cc2OC)C2C(=O)N(C)C(=O)C21 (stereo not given)
-9 | 4 | -4 | 8 | -0.7 | 0 | -2 | -11 | -3 | O=c1cc(NCc2ccccc2)[nH]c(=O)[nH]1
-12 | 9 | 4 | -7 | 1.3 | 2 | 0 | 12 | -7 | O=C(OCc1cn([C@@H]2C[C@H](c3ccccc3)N(Cc3cccs3)C[C@H]2O)nn1)c1ccccc1
-49 | 9 | 5 | 3 | -1.2 | 3 | -2 | -1 | -4 | Cc1cc(C)c(C#N)c(SCc2[nH]nc3c2C(c2ccccc2)C(C#N)=C(N)O3)n1 (stereo not given)
26 | 7 | -2 | -4 | 2.8 | 0 | -4 | 0 | -2 | CCOC(=O)C1(CC2CCCCO2)CCN(C(=O)Nc2ccccc2SC)CC1 (stereo not given)
-66 | -27 | -23 | 20 | -1.6 | 29 | 11 | -15 | 29* | C=CCn1c(C)cc(C(=O)CSc2nc3ccccc3[nH]2)c1C
1 | 0 | 2 | 11 | -0.5 | 2 | -7 | -5 | 4 | CN1/C(=C/C(=S)NC(=O)C2CCC2)C(C)(C)c2ccccc21
-2 | 10 | 4 | 3 | -0.1 | 1 | 5 | 3 | -2 | CCc1c(O)nc(SCC(=O)Nc2ccccc2)n(-c2ccccc2)c1=O
15 | -8 | -13 | 32* | -0.9 | 11 | -3 | -8 | 2 | CCOC(=O)C1CCN(S(=O)(=O)c2ccc3c(c2)CCN3C(C)=O)CC1

Structures above printed as active in CHRM5 antagonist.
CRFBP-R2 block | CHRM1 PAM | CHRM5 PAM | CHRM5 antagonist | CRFBP-R2 agonist | M4 ag | CHRM5 agonist | CHRM4 PAM | M4 antag | SMILES
15 | -8 | -13 | 32* | -0.9 | 11 | -3 | -8 | 2 | CCOC(=O)C1CCN(S(=O)(=O)c2ccc3c(c2)CCN3C(C)=O)CC1
